# High-throughput results from PubChem BioAssay.
# VP16 counter: counter-screen for ROR gamma inhibitors: Gal4-VP16 reporter. Drosophila S2 Gal4-VP16 UAS-luciferase, luminescence, 20 h. Potency, µM (highest dose often 53.6 µM), for inactives: at the highest dose activity, negative = inhibition, usual class: inhibitors. actives 3.5% (n = 310,000). AID 2546;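 further: Gal4-VP16 expression switched on by copper sulfate through the metallothionein promoter; on the % scale 0 is the no-effect control and ±100 the full control effect; nearly all actives have a fitted effect of over 50% in size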
# Rab9 prom act: activates the Rab9 promoter; Huh7 Rab9 promoter-luciferase reporter, luminescence, 24 h; Potency, µM (top dose mostly 9.22 µM), inactives show at the highest dose activation, negative = inhibition, hits mostly activators; actives 2.8% (n = 320,000); AID 485297; further: % of control where 0% means no effect; nearly all actives have a fitted effect of over 60% in size
#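 Huh7 cells stably carrying Rab9 promoter–luciferase reporter, plated 1500 cells/well, compound added after 2 h and incubated 24 h at 37 °C; luciferase luminescence then read after 10 min with detection reagent.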
# MLL CXXC-DNA inh: inhibitors of human MLL CXXC domain-DNA interaction | Potency, µM (titrated, usually from 115 µM), without a hit: at the top dose activity change, negative = inhibition, most hits filed as inhibitors | actives 0.037% (n = 290,000) | Q03164 | AID 2662 | MLL-CXXC / FITC-HOXA9 DNA fluorescence polarization; active means well fitted inhibition curve with a large enough effect in the polarisation, with a control signal flat, not every such curve was filed as active; inconclusive means small, poorly fitted or top-dose-only effect, or effect the other way, or a change in a side signal; inactive means no such curve, though single readings can be large or run the other way; the % refers to the polarisation
#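 Fluorescence polarization: 7 uM MLL-CXXC (stock) preincubated 5 min with compounds, then 50 nM fluorescein-HOX-A9 DNA (stock) added; 30 min ambient. Buffer 50 mM Tris-HCl pH 7.5, 50 mM NaCl, 1 mM DTT, 0.05% BSA.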
# BRCA1 expr up: increases BRCA1 expression. MCF7-BRCA1-FFLuc reporter, luminescence, 48 h; response scale: scaled: vehicle 0%, 10 µM genistein 100%. Potency, µM (titrated, usually from 46.1 µM), for inactives: top-dose activation, actives largely listed as activators. actives 1.1% (n = 380,000); further: nearly all actives have a fitted effect of over 80% in size; some results filed as inactive show a strong effect at the top dose
#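 48 h compound treatment of MCF7-BRCA1-FFLuc cells (phenol-red free MEM, 37 °C), then 15 min with luciferase substrate and luminescence imaging.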
# RORgamma inh: ROR gamma (mouse) transcription inhibition. P51450. Drosophila S2 Gal4-RORgamma UAS-luciferase reporter, 20 h. Potency, µM (highest dose often 53.6 µM), for the others: at the top dose activity change, negative = inhibition, usual class: inhibitors. actives 5.4% (n = 310,000). AID 2551; further: on the % scale 0 is the no-effect control and ±100 the full control effect; nearly all actives have a fitted effect of over 60% in size
#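 Luciferase reporter read in Schneider cells carrying Gal4-RORγ (mouse) and UAS-Photinus luciferase; cells given compound 1 h before 700 uM copper sulfate induction, then incubated 20 h at ambient temperature.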
# NPC1 prom act: activators of NPC1 promoter | Huh7 NPC1 promoter luciferase reporter, 24 h | Potency, µM (highest dose often 9.22 µM), for inactives: at the highest dose activation, usual class: activators | actives 2.4% (n = 320,000) | AID 485313;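 further: % of control where 0% means no effect; nearly all actives have a fitted effect of over 60% in size; reporter is driven by a mutant NPC1 promoter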
#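 Luminescence from an NPC1 promoter-driven luciferase reporter in stably transfected Huh7 cells was measured after 24 h compound treatment at 37 °C, followed by 10 min ambient incubation with luciferase detection reagent.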
# FLuc modulator: firefly luciferase modulation, counter-screen for miR-21 project; purified FLuc, Km substrates, luminescence inhibition; P08659; AID 588342; actives 6.9% (n = 360,000); Potency, µM (series often up to 57.5 µM), for inactives: at the top dose activity change, negative = inhibition, most hits filed as inhibitors;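 further: plate controls were vehicle for no effect and reference inhibitor for full effect; nearly all actives have a fitted effect of over 55% in size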
# Target sequence (P08659 whole entry, looked up): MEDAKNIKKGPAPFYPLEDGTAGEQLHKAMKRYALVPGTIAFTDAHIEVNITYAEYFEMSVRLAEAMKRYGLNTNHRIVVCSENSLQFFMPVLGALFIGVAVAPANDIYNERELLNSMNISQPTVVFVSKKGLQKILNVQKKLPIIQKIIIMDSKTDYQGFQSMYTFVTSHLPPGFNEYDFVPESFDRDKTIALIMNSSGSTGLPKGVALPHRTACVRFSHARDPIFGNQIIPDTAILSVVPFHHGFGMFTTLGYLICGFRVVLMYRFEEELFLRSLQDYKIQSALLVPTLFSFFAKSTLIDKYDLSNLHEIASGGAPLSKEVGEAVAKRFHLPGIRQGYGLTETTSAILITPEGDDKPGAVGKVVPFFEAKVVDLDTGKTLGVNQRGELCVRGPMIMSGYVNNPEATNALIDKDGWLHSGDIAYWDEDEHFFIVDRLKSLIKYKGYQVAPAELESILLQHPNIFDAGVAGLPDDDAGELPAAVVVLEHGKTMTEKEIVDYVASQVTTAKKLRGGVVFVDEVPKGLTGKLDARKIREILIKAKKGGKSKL
#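 Purified P. pyralis luciferase, 10 nM final, with Km-level 10 uM D-luciferin and 10 uM ATP in 50 mM Tris acetate pH 7.5, 10 mM Mg acetate, 0.01% Tween-20, 0.05% BSA; 6-point qHTS titration about 60 µM downward; luminescence read.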
# p53 reactivator: restores transcriptional activity of mutant p53 | H1299 p53-A138V BP100-luciferase reporter, luminescence, 24 h | Potency, µM (series often up to 92.2 µM), inactives show at the highest dose activity change, positive = activation, most hits filed as activators | AID 504706 | actives 0.063% (n = 320,000); further: % of control where 0% means no effect; nearly all actives have a fitted effect of over 45% in size
#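 p53-null H1299 cells stably carrying temperature-sensitive p53-A138V and a BP100-luciferase reporter were pinned with compounds (4-point, 1:5 series) and held 24 hrs at 37 deg C. Luminescence was read 10 min after detection reagent.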
# ELG1 genotoxic: genotoxicity induction in ELG1-luciferase HEK293T cells; AID 504466; actives 1.3% (n = 330,000); Potency, µM (highest dose often 46 µM), for the others: at the top dose activity change, positive = activation, usual class: activators; HEK293T ELG1-luciferase reporter, luminescence, 16 h; further: % of control where 0% means no effect; nearly all actives have a fitted effect of over 60% in size
#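 Reporter readout depends on ELG1 protein level, which increases with genetic stress. After 16 hr compound exposure at 37 °C, luciferase activity was quantified using ONE-Glo.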
# uPA generation: cell surface uPA generation inhibition | actives 0.31% (n = 330,000) | AID 540303 | Potency, µM (doses to about 38.3 µM), for inactives: at the highest dose activity change, negative = inhibition, most hits filed as inhibitors | cell surface uPA generation assay, qHTS; active means well fitted inhibition curve with a large enough effect; inconclusive means small, poorly fitted or top-dose-only effect; inactive means no such curve, though single readings can be large or run the other way; tested in mouse RAW 264.7 cells; further: on the % scale 0 is the no-effect control and ±100 the full control effect; nearly all actives have a fitted effect of over 55% in size
# MBNL1-CUG inh: MBNL1-poly(CUG) RNA binding inhibition; TR-FRET MBNL1-His/biotin-(CUG)12 binding, 665/545 ratio; AID 2675; Q9NR56; Potency, µM (doses to about 57.5 µM), inactives show top-dose activity change, negative = inhibition, actives largely listed as inhibitors; actives 0.036% (n = 280,000); active means well fitted inhibition curve with a large enough effect in the signal ratio, with a control signal flat, not every such curve was filed as active; inconclusive means small, poorly fitted or top-dose-only effect, or effect the other way, or a change in a side signal; inactive means no such curve, though single readings can be large or run the other way; the % refers to the signal ratio; further: on the % scale 0 is the no-effect control and ±100 the full control effect
# Target sequence (Q9NR56 whole entry, looked up): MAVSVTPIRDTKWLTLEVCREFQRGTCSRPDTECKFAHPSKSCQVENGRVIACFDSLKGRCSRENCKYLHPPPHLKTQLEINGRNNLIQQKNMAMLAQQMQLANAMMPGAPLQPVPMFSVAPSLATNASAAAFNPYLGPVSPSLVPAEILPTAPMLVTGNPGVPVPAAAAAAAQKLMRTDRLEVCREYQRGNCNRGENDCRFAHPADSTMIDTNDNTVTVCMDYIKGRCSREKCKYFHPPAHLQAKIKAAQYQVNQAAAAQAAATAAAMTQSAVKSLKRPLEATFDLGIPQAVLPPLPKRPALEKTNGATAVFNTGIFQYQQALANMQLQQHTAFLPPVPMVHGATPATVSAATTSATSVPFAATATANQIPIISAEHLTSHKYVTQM
#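 MBNL1-His + Biotin-(CUG)12, cpd titration 92 nM–58 uM; Tb anti-His Ab 0.055 ng/ul, SA-XL665 5 nM (final); 60 min RT; ratiometric 665/545 nm, Ex 340 nm; normalized to buffer and full-complex controls.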
# Active calls of the source: *; u = inconclusive; x = not tested or not shown; [ ] = another dose, or the depositor's remark. Unless noted, the call rests on the fitted dose curve; in most records, active means well fitted curve in the direction sought with a large enough effect; inconclusive means small, poorly fitted or top-dose-only effect, or another doubt; inactive means no such curve, though single readings can be large; an effect the other way counts as inactive or inconclusive. Potency means the concentration at half of the fitted maximal effect. Only part of the results is shown (hit frequency here may not be typical).
entry	structure	VP16 counter	Rab9 prom act	MLL CXXC-DNA inh	BRCA1 expr up	RORgamma inh	NPC1 prom act
1	Cc1cc(C)nc(NS(=O)(=O)c2ccc(Br)cc2)n1	-5%	-8%	-2%	4%	15%	0%
2	CCOC(=O)c1sc(NC(=O)C(CC)OC(=O)c2ccco2)nc1C (configuration not stated)	-18%	-2%	0%	20%	16%	2%
3	Fc1cccc(C2NC(=S)NC3=C2N2CCC3CC2)c1 (configuration not stated)	-9%	3%	-1%	-71%[inhibitor]	-35%	-1%
4	COc1cc(/C=C(\CC(=O)O)c2nc3ccccc3s2)cc(OC)c1O	-5%	1%	16%	-17%	11%	1%
5	O=C(Nc1ccc(F)cc1F)c1noc2c1CCC2	27%	u	1%	65%	u	u
6	COc1ccccc1/C=C/C1=NC(=C\N(C)C)/C(=O)O1	17%	26%	-1%	u	26%	15%
7	COc1ccc(NC(=O)Cn2nnc3ccccc32)c([N+](=O)[O-])c1	-1%	14%	5%	3%	u	-2%
8	Cc1nc(-c2ccc(C(F)(F)F)cc2)sc1C(=O)NN	3.5µM*	29%	-4%	-18%	4.5µM*	u
9	O=c1[nH]c(Cc2ccccc2)nc2scc(-c3ccccc3)c12	9%	11%	0%	9%	u	-4%
10	Cc1ccc(CC2CC(=O)N(c3ccc4c(c3)OCCO4)C2=O)cc1 (configuration not stated)	1%	4%	-1%	10%	6%[10 µM]	12%
11	O=C(Oc1cccc(N2C(=O)C3C4c5ccccc5C(c5ccccc54)C3C2=O)c1)c1ccco1 (configuration not stated)	2%	1%	96%[activator]	-33%	-13%	1%
12	CN(CC(=O)Nc1ccc(F)c(F)c1F)C1CCCCC1	-1%	-2%	-8%	7%	2%	1%
13	COc1ccccc1C(=O)N/C(=C\c1cn(C)c2ccccc12)C(=O)N1CCCC1	0%	2%	1%	-49%	-29%	-2%
14	COC(=O)c1ccc(OC(=O)c2cccs2)cc1	-6%	3%	221%[activator]	-7%	22%	-21%
15	CCOc1cc(/C=C(\C#N)C(=O)Nc2cccc(C(=O)O)c2)cc(Br)c1OC(=O)c1ccc(OC)cc1	u	3%	-8%	-18%	u	-4%

entry	FLuc modulator	p53 reactivator	ELG1 genotoxic	uPA generation	MBNL1-CUG inh
1	1%	-16%	-1%	1%	-5%
2	3%	5%	-8%	-6%	0%
3	-3%	-4%	-2%	-10%	20%
4	u	-1%	5%	-3%	10%
5	15µM*	u	13%	x	-6%
6	u	7%	u	-5%	u
7	2%	19%	-4%	2%	29%
8	u	5%	6%	-11%	x
9	-13%	0%	5%	8%	17%
10	-15%	4%	7%	5%	-17%
11	2%	-9%	-3%	5%	12%
12	1%	0%	-5%	3%	-3%
13	5%	-10%	3%	5%	7%
14	24µM*	0%	3%	2%	x
15	u	-21%	19%	2%	2%

# Further compounds follow:
entry	structure	VP16 counter	Rab9 prom act	MLL CXXC-DNA inh	BRCA1 expr up	RORgamma inh	NPC1 prom act
16	Cc1ccc(Cn2c(CN3CC(C)OC(C)C3)nc3c2c(=O)n(C)c(=O)n3C)cc1 (configuration not stated)	3%	8%	17%	3%	25%	-2%
17	N#Cc1nnn(Cc2ccccc2)c1N	-10%	-6%	9%	3%	8%	-23%
18	Cc1nc2c3cc(Cl)ccc3n(CCN3CCOCC3)c2s1	1%	-3%	-11%	-66%	3%	-4%
19	Cn1c(CC2Sc3ccccc3NC2=O)nnc1SCC(=O)c1ccc(Cl)cc1 (configuration not stated)	-5%	3%	7%	-35%	-9%	1%
20	Nc1c(C(=O)Nc2ccc3c(c2)OCCO3)nnn1Cc1cccc(Br)c1	x	4µM*	x	-4%	x	u
21	O=C(NCCCN1CCCC1)[C@H](CSCc1ccccc1)N1Cc2ccccc2C1=O	2%	0%	2%	1%	4%	-5%
22	CC(C)(C)NC(=O)C1Cc2ccccc2CN1C(=O)Nc1cccc(Cl)c1 (configuration not stated)	8%	4%	2%	-19%	9%	1%
23	Cc1ccc(C(=O)OCC(=O)Nc2cc(C(C)(C)C)no2)c(C)c1	x	-3%	x	-64%	x	-2%
24	COc1ccc(CCNC(=O)c2c(O)c3ccccc3[nH]c2=O)cc1	4%	2%	11%	0%	-37%	-1%
25	Cc1ccc(-c2nnc(SCC#N)n2N)cc1	8%	-4%	-3%	-7%	-9%	1%
26	N#Cc1c(-c2cccnc2)c2c([nH]c1=S)CCCC2	-26%	2%	-10%	25%	11µM*	-1%
27	COc1ccccc1NC(=O)NC1CCCCCCC1	-7%	2%	11%	25%	26%	-2%
28	O=C(N/N=C/c1ccc(-c2ccc([N+](=O)[O-])cc2)o1)[C@H]1C[C@@H]1c1ccccc1	-4%	-1%	-2%	20%	17%	-6%
29	O=C1N/C(=N\N=C\c2ccco2)SC1Cc1ccccc1[N+](=O)[O-] (configuration not stated)	5µM*	12%	-24%	-51%	3.2µM*	11%
30	CCCc1[nH]n(-c2ccc([N+](=O)[O-])cc2)c(=O)c1C=NCCN1CCNCC1	11%	2%	5%	x	0%	3%

entry	FLuc modulator	p53 reactivator	ELG1 genotoxic	uPA generation	MBNL1-CUG inh
16	2%	-3%	6%	7%	-5%
17	0%	-9%	-2%	-18%	-13%
18	4%	-7%	-4%	-15%	-5%
19	-16%	1%	0%	-3%	4%
20	u	20%	8%	-4%	x
21	-1%	-5%	0%	-12%	2%
22	2%	4%	-3%	0%	-4%
23	10%	-3%	-4%	19%	x
24	-3%	9%	1%	-1%	-6%
25	4%	8%	4%	-2%	0%
26	u	7%	-1%	3%	10%
27	13µM*	22%	-3%	2%	-3%
28	0%	-5%	-4%	-1%	20%
29	-7%	6%	6%	u	6%
30	-13%	9%	1%	x	5%

# Arranged by count of non-hydrogen atoms (rising): part of the list above
entry	structure	VP16 counter	Rab9 prom act	MLL CXXC-DNA inh	BRCA1 expr up	RORgamma inh	NPC1 prom act
17	N#Cc1nnn(Cc2ccccc2)c1N	-10%	-6%	9%	3%	8%	-23%
18	Cc1nc2c3cc(Cl)ccc3n(CCN3CCOCC3)c2s1	1%	-3%	-11%	-66%	3%	-4%
24	COc1ccc(CCNC(=O)c2c(O)c3ccccc3[nH]c2=O)cc1	4%	2%	11%	0%	-37%	-1%
28	O=C(N/N=C/c1ccc(-c2ccc([N+](=O)[O-])cc2)o1)[C@H]1C[C@@H]1c1ccccc1	-4%	-1%	-2%	20%	17%	-6%
16	Cc1ccc(Cn2c(CN3CC(C)OC(C)C3)nc3c2c(=O)n(C)c(=O)n3C)cc1 (configuration not stated)	3%	8%	17%	3%	25%	-2%

entry	FLuc modulator	p53 reactivator	ELG1 genotoxic	uPA generation	MBNL1-CUG inh
17	0%	-9%	-2%	-18%	-13%
18	4%	-7%	-4%	-15%	-5%
24	-3%	9%	1%	-1%	-6%
28	0%	-5%	-4%	-1%	20%
16	2%	-3%	6%	7%	-5%

# Remaining list, next part:
entry	structure	VP16 counter	Rab9 prom act	MLL CXXC-DNA inh	BRCA1 expr up	RORgamma inh	NPC1 prom act
31	CCc1ccc(-c2nc(CN3CCC(C(=O)NCc4ccc(F)cc4)CC3)c(C)o2)cc1	-10%	-2%	-10%	-1%[1.84 µM]	12%	5%
32	O=C(CCC(=O)N1CCSc2ccccc21)NCc1cccc(Cl)c1	-7%	15%	x	0%	7%	3%
33	O=C(COc1ccccc1)NCC(=O)NC1CCCCC1	4%	2%	1%	-15%	8%	-3%
34	Cc1ccc(NC2=C/C(=N\S(=O)(=O)c3cccs3)c3ccccc3C2=O)c(C)c1	u	u	-11%	-97%	u	u

entry	FLuc modulator	p53 reactivator	ELG1 genotoxic	uPA generation	MBNL1-CUG inh
31	u	-42%[inhibitor]	-6%	2%	-17%
32	-1%	3%	-7%	17%	-3%
33	-1%	-2%	4%	1%	0%
34	u	-25%	-12%	-13%	u

# An excerpt from above, limited to RORgamma inh, ELG1 genotoxic and MBNL1-CUG inh.
no.	mol	RORgamma inh	ELG1 genotoxic	MBNL1-CUG inh
33	O=C(COc1ccccc1)NCC(=O)NC1CCCCC1	8%	4%	0%
34	Cc1ccc(NC2=C/C(=N\S(=O)(=O)c3cccs3)c3ccccc3C2=O)c(C)c1	u	-12%	u
